# Source: PubChem BioAssay (Broad Institute)
# esBAF inh: inhibitors of esBAF chromatin remodeling in mouse ES cells; Bmi1-luciferase knock-in reporter, 24 h; 100% = twice the neutral-well signal; reporter increase, % at 12.5 µM; AID 602393; 2% of 350,000 active; in the data active = activation above about 40%;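 note: 0% = median of the plate's neutral control wells and 100% = double that signal; a rise in the Bmi1 reporter signal indicates esBAF inhibition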
# S100A4 inh HTS: inhibitors of human S100A4 binding to myosin IIA peptide; P26447; S100A4/TAMRA-MyoIIA peptide fluorescence polarization; inhibition, % at 10.7 µM; 0.14% of 360,000 active;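 active = mean inhibition of at least 70% across replicates, with every replicate also reaching that level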
# Target sequence (P26447 whole entry, looked up): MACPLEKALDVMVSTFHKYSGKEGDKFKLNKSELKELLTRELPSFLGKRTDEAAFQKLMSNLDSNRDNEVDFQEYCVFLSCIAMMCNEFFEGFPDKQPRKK
#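 Compound dosing: one dose per compound; test system: human S100A4 monomer with TAMRA-labelled myosin IIA peptide; probe or stimulus: TAMRA-labelled myosin IIA heavy-chain peptide probe, 5 nM; medium: HEPES buffer with Ca2+, pH 7.2; schedule: 5 min incubation before reading; benchmarks: neutral control DMSO, positive control TFP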
# E-selectin induc: E-selectin induction on HUVECs; P16581; HUVEC E-selectin immunofluorescence imaging; normalized: neutral wells 0, TNF-alpha wells 100; activation, % at 7.58 µM; 0.37% of 260,000 active; AID 686992;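 active = mean E-selectin-positive cell signal at least 10% of the positive control, reached in at least 60% of replicates, without over 20% cell loss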;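 note: in these data hits start at about 27%; measured in HUVEC primary endothelial cells; signal is the percent of cells scored E-selectin positive by PE staining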
# Target sequence (P16581 whole entry, looked up): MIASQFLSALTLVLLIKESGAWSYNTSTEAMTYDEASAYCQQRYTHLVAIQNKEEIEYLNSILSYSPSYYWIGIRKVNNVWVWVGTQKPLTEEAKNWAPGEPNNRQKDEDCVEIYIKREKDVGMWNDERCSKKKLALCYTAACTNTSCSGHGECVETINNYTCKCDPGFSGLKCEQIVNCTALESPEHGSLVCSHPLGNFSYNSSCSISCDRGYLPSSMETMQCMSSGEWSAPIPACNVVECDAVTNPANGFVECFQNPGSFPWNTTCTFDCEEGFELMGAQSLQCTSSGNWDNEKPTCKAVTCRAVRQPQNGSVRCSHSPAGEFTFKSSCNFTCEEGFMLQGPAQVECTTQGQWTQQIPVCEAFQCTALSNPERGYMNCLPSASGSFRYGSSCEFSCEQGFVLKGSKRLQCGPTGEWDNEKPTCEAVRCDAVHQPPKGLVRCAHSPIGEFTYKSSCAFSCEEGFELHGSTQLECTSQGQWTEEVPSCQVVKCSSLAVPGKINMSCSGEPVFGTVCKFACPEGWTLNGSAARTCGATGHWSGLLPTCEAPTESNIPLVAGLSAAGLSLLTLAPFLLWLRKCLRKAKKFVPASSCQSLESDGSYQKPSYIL
#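 Assay system: HUVEC primary endothelial cells. Input: 3,000 HUVEC seeded per well. Doses: one compound dose added by pin transfer. Read-out basis: % PE-positive cells. Benchmarks: TNF-alpha high, DMSO low. Detection: immunofluorescence imaging. Buffer or medium: EGM-2, gelatin.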
# RAD52 anneal inh: inhibitors of human RAD52 DNA annealing. recombinant RAD52 DNA annealing, FRET fluorescence. AID 651710. inhibition, % at 18.7 µM. 0.46% of 360,000 active;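 active = every replicate showing at least 50% inhibition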
# ERAP1 HTS inh: ERAP1 (human) enzyme inhibition; recombinant ERAP1, Leu-AMC fluorescence, 60 min; inhibition, % at 10.7 µM; Q9NZ08; 0.15% of 340,000 active;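 active = mean replicate inhibition of at least 30%, or all replicates individually reaching that 30% level; inactive = mean below 30% and not every replicate reaching it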;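 note: 0% = neutral control wells and 100% = L-leucinethiol positive control wells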
# RAD54 branch: inhibitors of human RAD54 branch migration; Q92698; RAD54 Holliday junction branch migration, FAM/BHQ fluorescence; inhibition, % at 10.4 µM; 0.14% of 360,000 active; AID 602329;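 active = mean normalized replicate activity at least 40 and at least half of replicates scoring 40 or more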;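 note: 0% = median of neutral control wells and 100% = median of positive control wells; inhibitors cause a drop in the FAM fluorescence signal; in these data hits start at about 50%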
# ERp5 block: ERp5 (human) disulfide isomerase inhibition | Q15084 | 0.05% of 350,000 active | ERp5 insulin aggregation, absorbance 650 nm, 90 min | AID 651711 | inhibition, % at 9.99 µM;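 active = mean replicate inhibition above about 25%, with every replicate also reaching it, limit read from the data, passing the limit was not always enough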
# XiGFP reactiv: reactivates the inactive X chromosome in mouse fibroblasts. AID 743238. activation, % at 7.58 µM. 0.055% of 360,000 active. XiGFP mouse fibroblasts, % GFP-positive cells imaging, 3 d; cells co-treated with 5-aza-dC sensitizer; scaled so ellipticine positive control = 100%;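 active = mean normalized replicate activation at least 10% and every replicate at or above 10%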;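 note: 0% = median of on-plate neutral control wells and 100% = ellipticine 6 µM median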
#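 Schedule: 3 d treatment, 15 min room-temperature fixation; system: 68-5-11 XiGFP fibroblast line; buffer or medium: DMEM plus 5-aza-dC sensitizer; control set: ellipticine 6 µM positive control; compound: one concentration, pinned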
# An asterisk follows results filed as active; nt = no result given. The order is random; any-hit rate near 2.5%.
no.	SMILES	esBAF inh	S100A4 inh HTS	E-selectin induc	RAD52 anneal inh
1	Cn1c(=O)c2[nH]c(SCCN)nc2n(C)c1=S	-4	-3	0.0	-11
2	CCc1ccc(NC(=O)N2CCN(c3ccccc3)CC2)cc1	9	-2	0.0	-6
3	Cc1ccc(Cn2ccc(NC(=O)c3cc(-c4ccco4)on3)n2)cc1	-4	-9	nt	-57
4	Cc1ccc2nc(NC(=O)C3CCN(S(=O)(=O)c4cccnc4)CC3)sc2c1	5	-7	-0.1	-13
5	COc1cccc(CN(C)C(=O)c2ccc(S(=O)(=O)Nc3ccccc3F)cc2)c1OC	0	-4	nt	-11
6	O=C(NCCCN1CCOCC1)c1cc(-c2cccs2)on1	18	2	nt	-2
7	CCn1c(SCC(=O)OC)nc2cc(S(=O)(=O)N3CCOCC3)ccc21	-2	-1	nt	-2
8	Cc1cccc(-c2nc(C#N)c(N3CCCCC3)o2)c1	50*	-4	nt	-1
9	CCOc1cc2[nH]c(=S)n(CCC(=O)N3CCc4ccccc4C3)c(=O)c2cc1OCC	1	2	0.7	-1
10	CCN(CC(=O)Nc1c(F)cccc1F)C(=O)c1cc(S(=O)(=O)N(CC)CC)ccc1N1CCCCC1	11	0	-0.4	-12

no.	ERAP1 HTS inh	RAD54 branch	ERp5 block	XiGFP reactiv
1	-2	-1	-2	0.3
2	5	nt	1	0.4
3	5	-2	3	nt
4	5	15	6	0.0
5	6	-7	-1	0.4
6	-1	-10	4	nt
7	0	-1	-1	0.4
8	0	-7	1	0.0
9	-5	-2	11	nt
10	-1	-27	-3	0.4

# (next part)
no.	SMILES	esBAF inh	S100A4 inh HTS	E-selectin induc	RAD52 anneal inh
11	COc1ccc(NC(=O)N[C@@H]2CC[C@H](CCNC(=O)CCN3CCCCC3)O[C@@H]2CO)cc1	-2	11	-0.1	-7
12	CN1CCN(S(=O)(=O)c2ccc(Cl)s2)CC1	nt	-4	0.2	-8
13	CCOc1ccc(S(=O)(=O)NCc2ccccn2)cc1NC(=O)c1ccccc1	nt	3	nt	-13
14	Cn1c(COc2ccc(C(=O)O)cc2)nc2ccccc21	4	-3	-0.2	3
15	C[C@H](CO)N1C[C@H](C)[C@H](CN(C)Cc2ccc(C(=O)Nc3ccccc3N)cc2)Oc2c(NC(=O)C3CCOCC3)cccc2C1=O	-6	4	-0.2	3
16	Cc1cc(OCC(=O)N(C)C)c2c(-c3ccccc3)cc(=O)oc2c1	-3	7	0.2	-11
17	O=C(C[C@@H]1CC[C@@H]2[C@H](COC[C@H](O)CN2Cc2ccc(Cl)cc2)O1)Nc1nccs1	6	-4	0.0	11
18	CCc1ccc(Nc2ccc(C(N)=O)cc2[N+](=O)[O-])cc1	4	-5	nt	-1
19	COC(=O)c1ccc2nc(-c3cccc(Cl)c3)c(Cc3ccccc3C(F)(F)F)n2c1	nt	-7	0.5	-25
20	Cc1ccc(N2C(=O)CC(Sc3ccccc3C(=O)O)C2=O)c([N+](=O)[O-])c1 (configuration not stated)	2	-5	2.4	-12

no.	ERAP1 HTS inh	RAD54 branch	ERp5 block	XiGFP reactiv
11	0	11	0	1.5
12	1	8	-2	0.0
13	4	nt	1	1.3
14	-1	6	-4	0.1
15	-4	3	5	0.2
16	0	-4	4	0.0
17	2	3	-5	-0.1
18	2	nt	-2	0.0
19	nt	nt	2	0.1
20	1	nt	5	0.0

# Quoted from above: compounds 19–20
no.	SMILES	esBAF inh	S100A4 inh HTS	E-selectin induc	RAD52 anneal inh
19	COC(=O)c1ccc2nc(-c3cccc(Cl)c3)c(Cc3ccccc3C(F)(F)F)n2c1	nt	-7	0.5	-25
20	Cc1ccc(N2C(=O)CC(Sc3ccccc3C(=O)O)C2=O)c([N+](=O)[O-])c1 (configuration not stated)	2	-5	2.4	-12

no.	ERAP1 HTS inh	RAD54 branch	ERp5 block	XiGFP reactiv
19	nt	nt	2	0.1
20	1	nt	5	0.0

# (listing goes on)
no.	SMILES	esBAF inh	S100A4 inh HTS	E-selectin induc	RAD52 anneal inh
21	COCC(=O)N1CC2(C1)[C@@H](c1ccc(-c3ccccc3)cc1)[C@H](CO)N2C(=O)COC	nt	1	0.4	-14
22	COc1cc2c(C(=O)NCc3ccccn3)cn(CC(C)C)c(=O)c2cc1OC	-8	-8	0.4	-18
23	COc1cc(/C=C2\SC(=S)N(NS(=O)(=O)c3ccccc3)C2=O)cc(OC)c1OC	0	3	4.4	-14
24	CCN(CC(=O)NCc1cccs1)C(=O)CCc1c[nH]c2ccccc12	-3	0	1.4	-23
25	O=C([C@H]1[C@H](CO)[C@H]2Cn3c(cccc3=O)[C@H]2N1C(=O)C1CCCCC1)N1CCOCC1	0	9	-0.2	-35
26	Cc1oc(-c2ccccc2Cl)nc1CN(C)C(C)c1ccon1 (configuration not stated)	nt	0	nt	-12
27	O=C(Nc1cccnc1)c1ccc(N2CCCC2)c([N+](=O)[O-])c1	33	-3	nt	3
28	C[C@H]1CN([C@@H](C)CO)C(=O)c2cc(NS(=O)(=O)c3ccccc3)ccc2O[C@H]1CN(C)C	2	10	-0.1	-11
29	COC(=O)[C@@]1(Cc2ccc(F)cc2)[C@H]2c3cc(C(=O)N4CCCC4)n(Cc4ccc(C)o4)c3C[C@H]2CN1C(=O)c1ccccc1	nt	-6	-6.5	-27
30	Nc1nnc(SCC(=O)OCC(=O)NC23CC4CC(CC(C4)C2)C3)s1	-5	-5	nt	-17

no.	ERAP1 HTS inh	RAD54 branch	ERp5 block	XiGFP reactiv
21	2	nt	-5	0.0
22	-2	-7	11	-0.1
23	10	-3	-3	-0.2
24	1	18	11	0.0
25	0	-6	-4	0.2
26	-1	nt	3	-0.1
27	0	10	-1	0.0
28	-3	8	4	0.0
29	nt	nt	2	0.0
30	0	nt	7	0.1

# The list continues:
no.	SMILES	esBAF inh	S100A4 inh HTS	E-selectin induc	RAD52 anneal inh
31	Cc1ccccc1-c1ccc([C@H]2[C@H]3CN(C(=O)c4ccc(F)cc4)CC(=O)N3[C@H]2CO)cc1	nt	6	-0.7	0
32	C[C@@H]1CN([C@@H](C)CO)C(=O)c2cc(NC(=O)Cc3ccccc3)ccc2O[C@@H](C)CCCCO[C@H]1CN(C)Cc1ccc(C(F)(F)F)cc1	-1	nt	0.2	nt
33	C[C@H](O)C#Cc1ccc2c(c1)O[C@@H](CN(C)C(=O)CC1CC1)[C@H](C)CN([C@@H](C)CO)S2(=O)=O	4	1	-0.2	-2
34	COc1ccc(Nc2nc(C)cc(-c3cc(-c4ccccc4)on3)n2)cc1	16	-3	0.0	6
35	O=C(N/N=C/c1ccncc1)c1cccc(NC(=O)c2ccccc2Cl)c1	nt	-1	nt	-21
36	C[C@@H]1CN([C@@H](C)CO)S(=O)(=O)c2ccc(-c3cncnc3)cc2O[C@H]1CN(C)CC1CC1	-9	-20	1.1	8
37	COc1ccc(C(=O)NC(C)C2CC3CCC2C3)cc1 (configuration not stated)	4	-2	0.1	-17
38	C/C(=N\Nc1ccc(C)c(Cl)c1)c1ccncc1	15	-9	nt	-11
39	Cc1ccsc1C(=O)Nc1nccs1	13	-2	-0.2	-11
40	CC1CCCCN1CCCNC(=O)C1CCCN(c2ncnc3c2nc2n3CCCCC2)C1 (configuration not stated)	-4	2	nt	-4

no.	ERAP1 HTS inh	RAD54 branch	ERp5 block	XiGFP reactiv
31	nt	nt	-16	0.5
32	nt	-1	nt	0.0
33	-1	4	-7	-1.2
34	0	7	-3	0.1
35	0	nt	-5	0.2
36	2	0	-1	-0.9
37	-2	-7	5	0.2
38	0	-4	-6	0.1
39	3	-4	1	0.0
40	-1	6	-10	0.0

# (further entries)
no.	SMILES	esBAF inh	S100A4 inh HTS	E-selectin induc	RAD52 anneal inh
41	COCC(=O)Nc1ccc2c(c1)C(=O)N(C)C[C@H](OC)[C@H](C)CN(C(=O)c1ccccc1)[C@H](C)CO2	1	-3	0.1	10
42	O=C(COC(=O)c1cc(S(=O)(=O)N2CCCCC2)ccc1N1CCOCC1)NC1CCS(=O)(=O)C1 (configuration not stated)	2	4	0.0	-2
43	CCc1ccc(-c2nc(CCl)cs2)cc1	28	5	-0.9	-3
44	Cc1cc(C(=O)N2CCc3ccccc3C2)on1	-4	-13	-1.9	-17
45	O=S(=O)(NCCCCCNS(=O)(=O)c1c(F)cccc1F)c1ccc2c(c1)OCCO2	-5	2	-0.2	-5
46	CCOC(=O)c1nn(-c2ccc(F)cc2)c(=O)cc1OCC(=O)Nc1cccc(C)c1	1	1	0.1	0
47	COC(=O)N/N=C/c1cn(Cc2ccccc2Cl)c2ccccc12	nt	0	0.2	2
48	C[C@H](CO)N1C[C@H](C)[C@@H](CN(C)Cc2ccccc2)Oc2ccc(NC(=O)CCC(F)(F)F)cc2C1=O	-3	13	0.6	1
49	O=C(C[C@H]1CC[C@@H]2NC[C@@H](O)COC[C@H]2O1)Nc1ccccc1	-3	0	0.1	8
50	O=S(=O)(NCc1ccc2c(c1)OCO2)c1cccc(F)c1	-6	-1	nt	-17

no.	ERAP1 HTS inh	RAD54 branch	ERp5 block	XiGFP reactiv
41	nt	-3	8	-0.1
42	4	1	-1	0.0
43	6	nt	2	0.0
44	5	-2	-4	0.1
45	2	-2	-1	-0.3
46	0	1	0	-0.1
47	-1	nt	-7	0.1
48	-1	-5	-7	0.3
49	0	2	-13	0.2
50	-3	-4	0	0.0

# Values in list order from the list.
# Nos. 41 to 50 in esBAF inh: 1, 2, 28, -4, -5, 1, nt, -3, -3, -6
# Nos. 41 to 50 in RAD54 branch: -3, 1, nt, -2, -2, 1, nt, -5, 2, -4
# Nos. 41 to 50 in ERp5 block: 8, -1, 2, -4, -1, 0, -7, -7, -13, 0

# Remaining list, next part:
no.	SMILES	esBAF inh	S100A4 inh HTS	E-selectin induc	RAD52 anneal inh
51	CC(C(=O)O)n1nnc2ccccc21 (configuration not stated)	nt	3	nt	-3
52	C[C@@H]1CN([C@H](C)CO)C(=O)Cc2cc(NC(=O)Nc3ccccc3)ccc2O[C@H]1CN(C)CC1CC1	-6	6	1.1	-3
53	CC(C)C(=O)N1CCC1(C)C(=O)Nc1cccc(Oc2ccccc2)c1 (configuration not stated)	5	-8	0.0	-19
54	Cc1ccc(-n2nc(C)c(C(=O)Nc3cccc(C(=O)NC4CC4)c3)n2)c(C)c1	7	-1	-1.0	-5
55	CSc1ccc(CN2CCC2(C)C(=O)NCc2cccc(C(F)(F)F)c2)cc1 (configuration not stated)	1	-2	-0.5	-3
56	C[C@@H]1CN([C@@H](C)CO)C(=O)c2cc(C#CC3CC3)cnc2O[C@@H]1CN(C)C(=O)c1ccc(F)cc1	-3	8	0.2	3
57	Clc1ccccc1Cc1noc(CN2CCCCC2CCc2ccccn2)n1 (configuration not stated)	nt	8	nt	-12
58	CCOc1ccc(S(=O)(=O)N2CCN=C2Cc2ccccc2)cc1C	1	2	0.4	-14
59	C[C@H]1CN([C@@H](C)CO)S(=O)(=O)c2ccc(-c3cccnc3)cc2O[C@@H]1CN(C)C(=O)c1cccc(F)c1	-3	6	0.2	5
60	O=C(c1cc2ccccc2o1)N1CCN(S(=O)(=O)c2c(F)cccc2F)CC1	4	-1	-0.9	-25
61	O=C(CC1C(=O)NCCN1Cc1cccc(F)c1)NC1CCC1 (configuration not stated)	nt	2	nt	-15

no.	ERAP1 HTS inh	RAD54 branch	ERp5 block	XiGFP reactiv
51	0	4	3	-0.1
52	-4	2	3	-0.1
53	4	-8	-4	0.1
54	2	-2	-14	0.4
55	-1	-1	3	0.2
56	-1	7	-6	0.4
57	-2	nt	-11	0.0
58	1	-2	-7	0.0
59	-4	-3	-8	3.9
60	1	6	0	0.1
61	3	1	2	0.2
